Screening data deposited in PubChem BioAssay by Sanford-Burnham Center for Chemical Genomics.
A3A deaminase: blocks human APOBEC3A ssDNA deamination | 330,000 compounds, 0.41% hits | recombinant A3A, FAM/TAMRA ssDNA deamination fluorescence | P31941 | inhibition, % at 20 µM | AID 493011;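 active means at least 40% inhibition at 20 µM here, with at most 30% in a related deaminase screen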;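 further: plate controls were A3A with DMSO for no effect and wells lacking A3A enzyme for full effect; some results filed as inactive read as strong as hits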
hIAP inh: human IAP inhibition | P09923 | purified IAP, CDP-Star luminescence, 30 min | inhibition, % at 10 µM | 330,000 compounds, 0.12% hits | AID 2544;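 active means inhibition reaching a set limit with compound at 10 µM in the primary screen, cut at about 35% in these data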;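 further: plate controls were DMSO wells with enzyme for no effect and no-enzyme buffer wells for full effect; values of inactives mirror those of a sister screen read the other way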
Target sequence (P09923 whole entry, looked up): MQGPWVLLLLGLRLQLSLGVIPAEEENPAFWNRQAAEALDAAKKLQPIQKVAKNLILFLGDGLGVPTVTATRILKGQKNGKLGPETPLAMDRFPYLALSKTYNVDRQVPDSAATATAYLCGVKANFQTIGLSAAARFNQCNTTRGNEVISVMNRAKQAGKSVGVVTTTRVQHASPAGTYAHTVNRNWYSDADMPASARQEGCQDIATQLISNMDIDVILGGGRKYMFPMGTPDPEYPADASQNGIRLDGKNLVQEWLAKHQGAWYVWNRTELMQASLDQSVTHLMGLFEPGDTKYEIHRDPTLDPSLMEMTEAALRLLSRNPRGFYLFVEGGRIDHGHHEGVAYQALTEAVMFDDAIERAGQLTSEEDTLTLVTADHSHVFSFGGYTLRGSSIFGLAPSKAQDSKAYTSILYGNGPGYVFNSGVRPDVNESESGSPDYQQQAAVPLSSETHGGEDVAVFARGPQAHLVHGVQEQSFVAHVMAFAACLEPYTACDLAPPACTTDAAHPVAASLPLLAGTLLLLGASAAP
PfGluPho inh: PfG6PD (Plasmodium falciparum) enzyme inhibition; inhibition, % at 20 µM; AID 504690; 350,000 compounds, 0.78% hits; PfGluPho enzyme, NADPH resazurin-diaphorase fluorescence;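 active means inhibition reaching at least a set limit at 20 µM in the primary screen, cut at about 59% in these data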;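 further: 0% = DMSO wells with substrate and 100% = DMSO wells lacking glucose-6-phosphate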
ATG4B inhibitor: inhibitors of human ATG4B cysteine protease; Q9Y4P1; ATG4B cleavage of LC3-PLA2, NBD-HPC fluorescence, 1 h; inhibition, % at 8.33 µM; 340,000 compounds, 0.51% hits; in the data active means inhibition above about 40%
Target sequence (Q9Y4P1 whole entry, looked up): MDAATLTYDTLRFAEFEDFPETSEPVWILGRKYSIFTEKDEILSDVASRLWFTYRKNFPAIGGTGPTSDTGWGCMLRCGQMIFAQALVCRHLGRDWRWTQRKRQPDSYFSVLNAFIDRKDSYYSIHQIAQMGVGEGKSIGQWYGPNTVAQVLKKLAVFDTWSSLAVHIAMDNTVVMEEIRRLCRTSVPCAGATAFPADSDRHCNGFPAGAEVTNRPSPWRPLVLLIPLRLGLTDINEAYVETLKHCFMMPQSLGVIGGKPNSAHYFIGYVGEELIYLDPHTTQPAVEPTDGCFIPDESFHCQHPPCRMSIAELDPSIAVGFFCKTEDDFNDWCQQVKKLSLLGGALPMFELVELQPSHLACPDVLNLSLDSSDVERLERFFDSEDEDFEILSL
HKDC1 inh: inhibitors of human hexokinase HKDC1; Q2TB90; 340,000 compounds, 0.16% hits; AID 493160; recombinant HKDC1, G6PDH/diaphorase resazurin coupled fluorescence; inhibition, % at 20 µM;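 active means inhibition above about 35% when tested at 20 µM, limit read from the data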;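 further: plate controls were DMSO wells with enzyme for no effect and DMSO wells lacking enzyme for full effect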
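Material – in-house recombinant HK5 (HKDC1) enzyme · Quantity – HKDC1 at 5 µg/mL · Buffer or medium – pH 8.0 Tris buffer with 10 mM MgCl2 · Reagent – glucose with 1 mM ATP · Dosing – single 20 µM dose · Times – reaction time 90 min, room temperature, protected from light · Technique – resorufin fluorescence at 613 nm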
hIAP act: human IAP activation | P09923 | purified human IAP, CDP-Star luminescence, 30 min; stronger effect = higher value; 1 = vehicle-only enzyme, 0 = enzyme-free background | activation factor at 10 µM | 330,000 compounds, 0.16% hits | AID 2524;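 active means activation factor of the enzyme at least 2-fold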; further: the source names both 10 and 20 µM as test concentration; values of inactives mirror those of a sister screen read the other way
mIAP inh: blocks mouse intestinal alkaline phosphatase | inhibition, % at 10 µM | purified mouse IAP, CDP-Star luminescence, 30 min | AID 2806 | 330,000 compounds, 0.2% hits;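 active means inhibition of at least 40% at 10 µM in the primary screen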;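 further: plate controls were DMSO with enzyme for no effect and no enzyme wells for full effect; values of inactives mirror those of a sister screen read the other way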
mIAP activ: increases mouse intestinal alkaline phosphatase activity; muIAP, CDP-Star luminescence, 30 min; stronger effect = higher value; 1 = vehicle-only enzyme signal, 0 = enzyme-free wells; activation factor at 10 µM; 330,000 compounds, 0.24% hits;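 active means activation factor of at least 2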; further: the source names both 10 and 20 µM as test concentration; values of inactives mirror those of a sister screen read the other way
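Assay system: mouse IAP enzyme; reagent: chemiluminescent substrate CDP-Star; dosing: test compounds delivered from DMSO solution; schedule: 30 min at room temperature; measured by: luminescence from enzymatic CDP-Star hydrolysis; controls: DMSO-only wells and no-enzyme negative control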
Numbers without * were called inactive; x = not tested or not shown. Compounds as they come, and some 2.4% of all compounds hit somewhere here.

PfGluPho inh	hIAP inh	HKDC1 inh	mIAP inh	mIAP activ	A3A deaminase	ATG4B inhibitor	hIAP act	Structure
-1	-20	7	4	0.95	3	18	1.2	Nc1c(C(O)(C(F)(F)F)C(F)(F)F)cc(C(O)(C(F)(F)F)C(F)(F)F)c2ccccc12
19	-13	1	15	0.85	-1	0	1.1	NC(=NC(=O)c1ccc(OCC(F)(F)F)nc1)c1ccccc1
7	-4	1	-8	1.1	-2	-5	1	COc1ccc(N/C(=N\c2nc(C)cc(C)n2)NC(C)=O)cc1OC
7	-38	-4	0	1	-1	-6	1.4	CSCCC(NC(=O)c1ccc(C)o1)C(=O)O (stereo not given)
55	-4	-2	7	0.93	-1	-12	1	COC(=O)c1cc(-c2ccccc2)sc1NC(=O)CN1C(=O)c2ccccc2C1=O
13	5	-6	1	0.99	2	-1	0.95	Cc1cc(C(=O)NCC2CCCO2)n(-c2ccccc2)n1 (stereo not given)
-9	1	2	-2	1	0	3	0.99	O=C(NCCCc1ccccc1)c1ccc(CS(=O)Cc2ccccc2Cl)o1 (stereo not given)
-3	7	-5	-1	1	1	-8	0.93	CC1=CC(C)C2C(=O)N(c3ccccc3)NC(=O)C2C1 (stereo not given)
-8	6	-2	-15	1.1	-5	-10	0.94	COc1cccc(-c2cc(C(=O)Nc3cc(C)nn3-c3ccccc3)no2)c1
-3	4	3	5	0.95	-4	6	0.96	CCOC(=O)C1CCCCN1Cc1cccc(Oc2ccccc2)c1 (stereo not given)
5	8	-7	2	0.98	-1	-9	0.92	CCN(CC(=O)Nc1cc(Cl)ccc1C)C(=O)C1CC1
10	4	2	-3	1	6	-18	0.96	Cn1c(N)c(C(=O)COC(=O)c2ccc([N+](=O)[O-])o2)c(=O)n(C)c1=O
-2	-13	-7	4	0.96	-1	8	1.1	Cn1cc(CN2CCCC(C(=O)c3nccn3C)C2)c(-c2cccc(Cl)c2)n1 (stereo not given)
-7	4	-1	-2	1	-2	-1	0.96	Cc1cc(C)cc(N(CC(=O)NCc2ccco2)C(=O)c2snc(C(N)=O)c2N)c1
-15	-16	5	0	1	2	-6	1.2	COc1cccc(CN(C(=O)COc2ccc(Cl)cc2)C2CCS(=O)(=O)C2)c1 (stereo not given)
-55	-28	-25	12	0.88	-1	12	1.3	CC(C)(C)c1ccc(OCC(=O)NNC(=S)NC(=O)c2ccccc2[N+](=O)[O-])c(Br)c1
1	0	4	-8	1.1	3	0	1	O=S(=O)(Nc1nnc(C2CCCCC2)s1)c1ccc(F)cc1
-8	-8	5	-6	1.1	1	9	1.1	Cc1cc(S(=O)(=O)N2CCN(c3ccccc3O)CC2)c(C)s1
-13	-2	-1	3	0.97	4	1	1	NNC(=O)c1cc(-c2cccs2)nc2ccccc12
5	20	-3	20	0.8	8	-9	0.8	Cc1c(/C=N/Nc2ccc([N+](=O)[O-])cn2)c2ccccc2n1Cc1ccccc1
-8	-5	-4	-9	1.1	-15	4	1.1	CCOC(=O)C1=C(CC)Nc2ccccc2N=C1N
7	-8	1	2	0.98	1	8	1.1	CCCCn1c(SCC(=O)OCC)nc2c(sc(=S)n2-c2ccccc2OC)c1=O
4	5	-2	11	0.89	-1	-3	0.95	CNS(=O)(=O)c1cccc(C(=O)NCC(c2cccs2)N2CCOCC2)c1 (stereo not given)
10	-2	-6	3	0.97	1	0	1	Cc1ccc(NC(=O)Cn2nnc(C(=O)NCc3cccs3)c2N)c(C)c1
-5	21	-8	-7	1.1	3	4	0.79	Cc1cc(=O)c2ccc(C(F)(F)F)cc2[nH]1
-11	-42	12	0	1	-8	-15	1.4	CS(=O)(=O)Nc1ccc(C(=O)NC2CC3CCC2C3)cc1 (stereo not given)
-9	2	-20	-2	1	-1	-3	0.98	CCCCNC(=O)CC1NCCNC1=O (stereo not given)
-8	6	-5	6	0.94	-4	1	0.94	C[C@@H]1CCCCCCCCC(=O)OCCN(C(=O)OC(C)(C)C)[C@H](C)CCCCCCCCC(=O)OCCN(C(=O)OC(C)(C)C)[C@H](C)CCCCCCCCC(=O)OCCN1C(=O)OC(C)(C)C
-3	-32	-2	-4	1	-1	-7	1.3	CCC(=O)C1=C(N2CCCC2)CC(C)(C)CC1=O
-8	0	-11	-9	1.1	0	-4	1	COCc1cc(C)n(CC(=O)Nc2ccc3c(c2)OCO3)c(=O)c1C#N
4	-3	0	-1	1	3	-1	1	CCCC(=O)N1CCN(c2ccc(NC(=O)c3ccccc3)cc2)CC1
-7	19	-13	-1	1	1	-6	0.81	O=c1c2cccnc2[nH]c(=S)n1Cc1ccccc1
-4	1	0	-4	1	3	-11	0.99	CCN1CCCC1CNC(=O)c1cc2cc(OC)c(OC)cc2[nH]1 (stereo not given)
-5	-26	-4	-2	1	3	-8	1.3	O=C(CSc1ncn[nH]1)NCc1ccccc1
9	-8	1	-7	1.1	-2	-9	1.1	C=CCNC(=O)NC(=O)COC(=O)/C=C/c1cccc([N+](=O)[O-])c1
-31	-20	-8	6	0.94	3	-6	1.2	COc1ccc(Cl)cc1NC(=O)C/C(C)=N/NC(=O)C(=O)NCc1ccccc1
3	5	1	13	0.87	3	-17	0.95	NC(=O)CC(NC(=O)Cc1ccc(Cl)cc1)c1ccc(NCCc2ccccc2F)c([N+](=O)[O-])c1 (stereo not given)
15	17	-2	10	0.9	-4	-6	0.83	CCOC(=O)c1c(NC(=O)CSc2nc3ccccc3o2)sc(C(C)=O)c1C
6	-11	1	6	0.94	-3	-2	1.1	Cc1[nH]cnc1CN1CCc2c(c3ccccc3n2C)C1=O
-6	-4	0	-13	1.1	1	0	1	CCOC(=O)C1CCCN(S(=O)(=O)c2cc3c4c(c2)CCN4C(=O)CC3)C1 (stereo not given)
-10	7	4	-2	1	-7	-34	0.93	CCCCc1cc(=O)oc2cc(OCC(=O)N3CCC(C(=O)O)(c4ccccc4)CC3)ccc12
3	-15	19	2	0.98	-1	-2	1.2	CN1C(=O)/C(=C/c2ccccc2OCc2ccccc2)NC1=S
9	-20	12	-2	1	-1	2	1.2	CCOCCOC(=O)c1ccc(-n2cnc(C)n2)nc1
-5	2	2	-4	1	-2	-8	0.98	Cc1ccc(CNC(=O)C2CCN(S(=O)(=O)c3c(C)noc3/C=C/N(C)C)CC2)cc1
2	-9	-2	-1	1	-6	5	1.1	Cc1cc(C)cc(-n2c(C)cc(C(=O)CSc3nnnn3C)c2C)c1
-13	-6	2	2	0.98	6	0	1.1	O=C1CC(C(=O)Nc2ccc(C(=O)O)cc2)C(c2ccccc2)O1 (stereo not given)
-22	-8	3	3	0.97	-13	-12	1.1	Cc1cccc(S(=O)(=O)Nc2cccc3c2C(=O)c2ccccc2-3)c1
0	-30	-5	13	0.87	0	6	1.3	CCCCc1nc(SCC(=O)Nc2nnc(C(C)C)s2)n[nH]1
-11	13	14	-7	1.1	0	15	0.87	O=C1c2ccccc2C(=O)c2c1ncn2-c1ccccc1
-5	9	6	1	0.99	3	13	0.91	Cc1cc(NC(=O)CSc2nc3sc4c(c3c(=O)n2C)CCCC4)no1

A stretch taken from the entries so far, as a working copy:
PfGluPho inh	hIAP inh	HKDC1 inh	mIAP inh	mIAP activ	A3A deaminase	ATG4B inhibitor	hIAP act	Structure
-13	-6	2	2	0.98	6	0	1.1	O=C1CC(C(=O)Nc2ccc(C(=O)O)cc2)C(c2ccccc2)O1 (stereo not given)
-22	-8	3	3	0.97	-13	-12	1.1	Cc1cccc(S(=O)(=O)Nc2cccc3c2C(=O)c2ccccc2-3)c1
0	-30	-5	13	0.87	0	6	1.3	CCCCc1nc(SCC(=O)Nc2nnc(C(C)C)s2)n[nH]1
-11	13	14	-7	1.1	0	15	0.87	O=C1c2ccccc2C(=O)c2c1ncn2-c1ccccc1
-5	9	6	1	0.99	3	13	0.91	Cc1cc(NC(=O)CSc2nc3sc4c(c3c(=O)n2C)CCCC4)no1

Next part
PfGluPho inh	hIAP inh	HKDC1 inh	mIAP inh	mIAP activ	A3A deaminase	ATG4B inhibitor	hIAP act	Structure
14	-2	3	-1	1	0	1	1	COc1ccccc1NC(=O)CN(c1ccc(C23CC4CC(CC(C4)C2)C3)cc1)S(C)(=O)=O
10	-32	-5	8	0.93	-4	-12	1.3	CC1CCN(C(=O)c2ccccc2NC(=O)c2cccc(S(=O)(=O)N(C)C)c2)CC1
8	-4	-9	-6	1.1	1	2	1	COc1cccc(-n2nnc3c(=O)n(Cc4ccc(C)cc4)cnc32)c1
3	1	-4	-5	1.1	-2	28	0.99	Cc1ccc(NC(=O)c2ccccc2)cc1OC(=O)c1ccccc1
8	-3	-12	1	0.99	-5	-9	1	O=C(O)CNC(=O)c1ccc(NC(=O)/C(=C/c2ccccc2)NC(=O)c2ccccc2Br)cc1
32	-38	5	4	0.96	-2	-17	1.4	CC(C)C[C@H](NC(=O)c1[nH]cnc1C(=O)N[C@H](C)c1ccccc1)C(=O)OC(C)(C)C
1	-4	-1	-10	1.1	-1	0	1	Cc1onc(-c2c(F)cccc2Cl)c1C(=O)OCC(=O)NC(N)=O
0	0	-4	-2	1	-2	-1	1	CCOC(=O)N/N=C(\CCC(=O)O)c1cccs1
-6	37*	-3	29	0.71	-19	3	0.63	O=c1/c(=C\c2ccc(O)cc2)sc2n1C(c1ccccc1)C(c1ccccc1)=NN=2 (stereo not given)
x	14	x	2	0.98	-2	x	0.85	Cc1ccnc(NC(=O)/C=C/c2ccccc2[N+](=O)[O-])c1
3	-3	-2	-30	1.3	-1	-4	1	COc1ccc(C(=O)Nc2ccc(C)c(S(=O)(=O)N3CCCCCC3)c2)cc1
6	-19	-5	-8	1.1	-3	0	1.2	CC(OC(=O)c1ccc(Cl)c(S(N)(=O)=O)c1)C(=O)NCC1CCCCC1 (stereo not given)
11	-6	3	12	0.88	-4	-6	1.1	Cc1ccc2nc(Cc3ccc(N)cc3)oc2c1
6	-15	0	-5	1.1	-3	-8	1.2	O=C(NCCCN1CCCC1=O)c1ccccc1OCc1ccc(Cl)cc1Cl
-3	-1	-7	26	0.73	-4	0	1	COc1cc(C)c(/C=C(\C#N)C(=O)Nc2ccc(C)cc2)cc1C(C)C
-8	5	-2	-6	1.1	-5	-2	0.95	Cc1ccc(NC2=NCC(=O)N2C2CCCC2)c(C)c1
-4	-16	1	1	0.99	0	-2	1.2	COc1ccc(Cl)cc1NS(=O)(=O)c1cc(Br)cnc1N
35	9	3	1	0.99	4	2	0.91	O=C(Nc1cc(Cl)cc(Cl)c1)c1cccc(OC(F)F)c1
17	-1	8	3	0.97	-1	9	1	COCCCNC(=O)COc1cc2c(c3oc(=O)c(C)c(C)c13)CCC(C)(C)O2
-7	2	-3	3	0.97	30	-4	0.98	CC(C)c1ccc(S(=O)(=O)N2CCN(C(=O)CN3C(=O)NC4(CCCC4)C3=O)CC2)cc1
5	-2	-5	10	0.9	0	-4	1	CCC(c1nnnn1C1CCCC1)N1CCN(c2ccccc2F)CC1 (stereo not given)
x	5	x	-5	1.1	0	x	0.95	Cn1c2ccccc2c(=O)n2c(=O)c3ccccc3cc12
12	-12	-7	-11	1.1	-7	-10	1.1	CC(C(=O)C12CC3CC(CC(C3)C1)C2)N1CCOCC1 (stereo not given)
-10	1	-3	4	0.96	-4	-3	0.99	CCc1cc(=O)oc2cc(OC(C)C(=O)NCc3ccccn3)ccc12 (stereo not given)
-10	16	-3	10	0.9	-4	2	0.84	Cc1c(C(c2cc3c(cc2Br)OCO3)c2c(C)n(C)n(-c3ccccc3)c2=O)c(=O)n(-c2ccccc2)n1C
